# Shn3 3UTR inh: inhibitors of Schnurri-3 3'UTR reporter in osteoblasts | Clone20 osteoblast Shn3 3'UTR firefly luciferase, 24 h | 360,000 compounds, 0.52% hits | inhibition, % at 12.5 µM;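 active = mean inhibition of at least 75% with every replicate also reaching 75%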;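 note: 0% = median of neutral control wells and 100% = pilot-screen positive control compound; some compounds past the cut are filed as inactive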
# HIF-2a block: blocks HIF-2a reporter activity; 786-0 RCC cells HIF-2a reporter, luciferase luminescence, overnight; 360,000 compounds, 0.72% hits; inhibition, % at 18.8 µM; AID 624352;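 active = inhibition of the luminescence signal of 40% or more relative to plate controls, in a single-dose primary screen at 18.75 µM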
# MITF TRPM1 inh: reduces MITF-dependent TRPM1 promoter luciferase signal. inhibition, % at 12.5 µM. 330,000 compounds, 0.83% hits. AID 488899. SK-MEL-5 TRPM1 promoter luciferase, 24 h;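 active = mean inhibition across replicates of 60% or more, whatever share of single replicates reaches that level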; note: values of inactives mirror those of a sister screen read the other way
# KKLEB cytotox: CF airway cell cytotoxicity counter-screen. KKLEB CF airway cells viability, ATPlite luminescence, overnight; stronger effect = lower value; cells stimulated with P. aeruginosa culture filtrate. 360,000 compounds, 0.36% hits. activity change (cytotoxicity), % at 5 µM;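 active = corrected activity change at or below -50% at 5 µM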
# iPSC survival up: increases survival of single human iPS cells; hiPSC single-cell survival, ATPlite luminescence; 100% = ROCK inhibitor wells, 0% = DMSO; 360,000 compounds, 0.044% hits; survival enhancement, % at 20 µM; AID 602274; in the data active = survival enhancement above about 18%;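 note: cells exposed to compounds for 16 hours before the ATP read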
# NR2E3 ag-1: agonists of human nuclear receptor NR2E3; Q9Y5X4; GST-NR2E3/biotin-RetCOR TR-FRET, 1536-well; inhibition of corepressor binding, % at 4.78 µM; 320,000 compounds, 0.12% hits; AID 2300;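 active = percent inhibition above the cutoff of mean plus 3 SD of all tested compounds, set per screening campaign, cut at about 20% in these data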;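 note: 0% = DMSO wells and 100% = biotin wells as full block of FRET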
# Target sequence (Q9Y5X4 whole entry, looked up): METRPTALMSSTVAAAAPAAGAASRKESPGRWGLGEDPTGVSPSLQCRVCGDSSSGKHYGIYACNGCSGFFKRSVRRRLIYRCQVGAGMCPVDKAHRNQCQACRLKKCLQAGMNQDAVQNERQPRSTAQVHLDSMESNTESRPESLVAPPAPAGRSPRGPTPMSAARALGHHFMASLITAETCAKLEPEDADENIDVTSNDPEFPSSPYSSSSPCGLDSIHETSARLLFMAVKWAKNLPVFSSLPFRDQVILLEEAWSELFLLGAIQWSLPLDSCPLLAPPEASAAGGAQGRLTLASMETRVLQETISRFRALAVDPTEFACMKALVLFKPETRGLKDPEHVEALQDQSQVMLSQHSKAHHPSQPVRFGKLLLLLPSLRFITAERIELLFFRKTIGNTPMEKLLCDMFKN
#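 Test system: GST-NR2E3 and biotin-RetCOR proteins | Quantity: 1.35 nM GST-tagged NR2E3 final | Medium: Tris pH 7.5 | Also added: 7 nM biotin-RetCOR | Dosing: Compound at 4.8 µM, single dose | Timing: 5 h at 4 °C | Detection: Time-resolved FRET | Read-out basis: Percent inhibition | Benchmarks: Biotin wells as high control, 0.6% DMSO wells as low control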
# EBV LMP1 NFkB: inhibitors of Epstein-Barr LMP1-induced NF-kappaB reporter. LMP1-induced NF-kappaB luciferase reporter cells, luminescence. 350,000 compounds, 0.69% hits. AID 504558. inhibition, % at 12.5 µM; in the data active = inhibition above about 41%;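 note: 0% = neutral control wells and 100% = reference inhibitor control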
# TRAIL sens C8: sensitizes caspase-8 expressing cells to TRAIL | NB7+C8 cells + TRAIL, ATPlite viability luminescence | inhibition (viability loss, TRAIL sensitization), % at 10 µM | 360,000 compounds, 1% hits | AID 624354;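 active = compounds causing at least 50% loss of cell viability in the single-dose screen, relative to plate controls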
# Peg3 prom inh: Peg3 promoter activity inhibition. HeLa PEG-Prom luciferase reporter, luminescence, overnight. inhibition, % at 20 µM. 360,000 compounds, 1.7% hits. AID 588405;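 active = inhibition of at least 50% at 20 µM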
# CF NFkB block: blocks PAF-induced NF-kB reporter in cystic fibrosis cells; inhibition, % at 5 µM; 360,000 compounds, 0.86% hits; AID 588850; KKLEB NF-kB-GFP reporter, GFP fluorescence overnight;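 active = at least 50% inhibition at 5 µM, scaled per plate between neutral and stimulator controls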;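 note: PAF is a Pseudomonas aeruginosa culture filtrate used as stimulus; plate controls were PAF-stimulated DMSO wells for no effect and unstimulated DMSO wells for full effect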
# NR2E3 ag-2: agonists of human NR2E3 nuclear receptor. CHO-S Gal4-NCOR/VP16-NR2E3 two-hybrid, luciferase. inhibition of corepressor binding, % at 3.98 µM. 360,000 compounds, 0.35% hits. AID 602229;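 active = inhibition above the mean of all tested compounds plus 3 SD, cut at about 70% in these data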;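 note: 0% = DMSO with NR2E3 transfected cells and 100% = cells lacking NR2E3 construct; higher means lower luciferase signal from less NR2E3 corepressor binding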
# Active calls of the source: *; · = no result given. Only part of the results is shown; the hit share may differ from the screen's.
SMILES,Shn3 3UTR inh,HIF-2a block,MITF TRPM1 inh,KKLEB cytotox,iPSC survival up,NR2E3 ag-1,EBV LMP1 NFkB,TRAIL sens C8,Peg3 prom inh,CF NFkB block,NR2E3 ag-2
Cc1ccc2c(c1)nnn2C1CCN(CC(=O)Nc2ccccc2N2CCOCC2)CC1,65.9,-8.2,14.3,11.5,-1.3,1.2,-7.3,1.8,12.3,18.0,-19.6
COc1ccc(OCc2nn3c(-c4ccco4)nnc3s2)cc1,-8.2,-25.6,-9.9,7.5,5.3,-2.9,4.7,2.5,-18.2,-1.4,-1.5
COCCNC(=O)Cn1cc(C(=S)N2CCOCC2)c2ccccc21,-64.8,10.1,14.9,6.8,-0.2,-0.5,-39.9,7.8,5.5,5.2,-3.1
CCOc1ccc2[nH]c(C(=O)N/N=C/c3cc(OC)c(OC)c(OC)c3)cc2c1,-6.1,-77.0,10.4,4.2,0.3,0.3,-0.6,19.3,-46.0,-6.0,-9.9
COCc1cccc(-c2csc(C(NC(C)=O)c3ccc(F)c(F)c3)n2)c1 (stereo unspecified),-15.3,-3.2,·,-7.0,-0.8,·,·,-17.5,13.0,-16.4,-29.4
Cc1ccc(NCc2nnc(SCC(=O)NCc3ccco3)n2CC2CCCO2)cc1Cl (stereo unspecified),0.3,8.6,-2.9,-1.2,-2.2,-0.2,-8.6,-19.6,-6.8,2.7,-9.7
O=C1NC2(c3ccccc3)NC(=O)NC2(c2ccccc2)N1 (stereo unspecified),0.6,4.2,5.8,-1.6,-1.9,·,1.4,-15.1,-5.2,-0.4,-2.9
CCCCN(c1ccccc1)S(=O)(=O)c1cccc(C(=O)Nc2c(C)n(C)n(-c3ccccc3)c2=O)c1,13.9,4.1,-1.1,6.2,-0.3,·,0.9,-5.7,20.0,2.7,23.5
CCOC(=O)Cn1c(=O)n(Cc2ccc(C)cc2)c(=O)c2cccnc21,-17.3,12.6,-12.3,-18.9,-0.1,4.1,6.7,20.1,12.4,8.6,6.4
CC(C)CNC(=O)CSc1ccc(Cl)cc1,-14.8,-39.5,-8.6,4.7,0.6,-1.5,2.0,-3.8,-25.6,2.8,-56.3
Cc1onc(-c2ccccc2)c1C(=O)N/N=C/c1cn(C)c2ccccc12,8.1,-2.5,25.2,4.5,1.0,0.5,-10.6,-0.6,12.1,-15.4,-10.1
CCOc1ccc(-c2cc(C(=O)N/N=C(\C)c3cccnc3)c3ccccc3n2)cc1,-78.2,-200.4,-87.9,-10.1,-0.5,4.6,-0.1,67.7*,-240.0,-8.3,-39.2

# Entries of single compounds, looked up by structure. Screens in order: Shn3 3UTR inh | HIF-2a block | MITF TRPM1 inh | KKLEB cytotox | iPSC survival up | NR2E3 ag-1 | EBV LMP1 NFkB | TRAIL sens C8 | Peg3 prom inh | CF NFkB block | NR2E3 ag-2
# Record of `CCOC(=O)Cn1c(=O)n(Cc2ccc(C)cc2)c(=O)c2cccnc21` = -17.3 | 12.6 | -12.3 | -18.9 | -0.1 | 4.1 | 6.7 | 20.1 | 12.4 | 8.6 | 6.4
# Record of `O=C1NC2(c3ccccc3)NC(=O)NC2(c2ccccc2)N1` (stereo unspecified) = 0.6 | 4.2 | 5.8 | -1.6 | -1.9 | · | 1.4 | -15.1 | -5.2 | -0.4 | -2.9
# Record of `COCCNC(=O)Cn1cc(C(=S)N2CCOCC2)c2ccccc21` = -64.8 | 10.1 | 14.9 | 6.8 | -0.2 | -0.5 | -39.9 | 7.8 | 5.5 | 5.2 | -3.1

# (cont.)
SMILES,Shn3 3UTR inh,HIF-2a block,MITF TRPM1 inh,KKLEB cytotox,iPSC survival up,NR2E3 ag-1,EBV LMP1 NFkB,TRAIL sens C8,Peg3 prom inh,CF NFkB block,NR2E3 ag-2
COC(CN(C)C(=O)c1cn(C)c2ccc(S(=O)(=O)N(C)C3CCCCC3)cc2c1=O)OC,-1.4,2.1,-2.8,-13.9,-0.4,2.8,1.3,-14.4,2.6,0.7,-7.5
CC(C)C(=O)NC(=S)N1CCc2ccccc21,-12.3,-27.0,7.5,4.4,8.7,0.9,-1.0,-4.4,-50.8,-15.5,-10.7
CCC(C)Sc1nc2c(cnn2-c2ccc(F)cc2)c(=O)[nH]1 (stereo unspecified),-9.7,19.8,5.0,-8.2,1.3,5.9,2.2,-1.4,7.9,11.8,-6.8
O=C(N[C@@H](c1ccccc1)[C@H](O)c1ccccc1)[C@@H]1CCCN1C(=O)OCc1ccccc1,18.5,11.6,11.8,17.7,-0.4,3.3,-3.7,-2.5,9.8,-7.9,22.0
O=[N+]([O-])c1ccc(S(=O)(=O)NCCCc2ccccc2)cc1,·,10.5,·,-10.7,2.4,-1.1,·,-14.1,2.2,9.0,-20.2
CSc1ccc(/C=N/NC(=O)c2cccc(Cl)c2)cc1,-90.8,-248.1,0.1,-8.2,1.4,3.2,-18.0,25.4,-205.3,10.9,-103.3
O=CNc1cc(-c2ccoc2)cn2c(-c3ccc(F)cc3)cnc12,18.9,9.6,·,0.6,1.6,·,·,-3.7,1.6,-10.2,-6.7
c1ccc(N/N=C(\Cc2ncc[nH]2)c2ccccc2)cc1,2.2,-16.7,-2.5,-6.4,0.1,3.4,-8.4,-4.6,-6.2,6.1,-24.0
O=c1[nH]c(C2CCCN(S(=O)(=O)c3cccc(F)c3)C2)nc2c1nnn2Cc1ccccc1 (stereo unspecified),12.9,16.8,21.1,-5.9,-0.6,2.1,-26.1,-7.1,27.7,-8.0,17.1
COc1ccc(S(=O)(=O)N2CCCCC2c2cc(C(=O)Nc3ccccc3)no2)cc1 (stereo unspecified),-13.4,-35.4,·,10.0,-0.2,·,·,-3.7,3.3,-31.5,22.9
c1ccc(Cn2c(NCc3ccncc3)nc3ccccc32)cc1,-8.2,12.1,8.1,-0.1,-1.4,-3.3,-4.0,-4.8,19.9,-4.9,-14.8
Cc1cc(Cl)ccc1NC(=S)NCc1ccc(S(N)(=O)=O)cc1,5.1,-3.2,-1.1,-5.5,0.2,4.1,1.8,1.8,10.4,23.2,-7.8
CC(C)(C)NC(=O)C(=O)NCc1ccncc1,10.5,11.4,-14.1,2.8,-1.1,-1.8,-1.0,-1.8,-15.9,-4.5,-5.4
O=C(Nc1ccc(OCC(F)(F)C(F)F)c(C(F)(F)F)c1)c1ccccc1O,78.5,-177.0,63.2*,-50.7*,0.9,3.1,23.3,58.4*,-59.9,49.5,99.3*
CN(C(=O)COC(=O)c1cc(S(=O)(=O)N2CCOCC2)ccc1Cl)C1CCS(=O)(=O)C1 (stereo unspecified),-3.2,6.1,4.6,18.9,0.5,-1.6,-1.3,5.5,5.8,3.1,-20.5
CCc1nnc(NC(=O)CSc2nnc(COc3ccc(C)cc3)n2-c2ccccc2)s1,14.0,8.2,0.4,-0.8,-0.7,2.1,5.8,26.1,6.5,-8.3,5.8
O=C(Nc1ccccc1N1CCCC1)c1cc(Cl)ccc1Cl,-8.6,20.3,0.9,6.3,-0.4,3.5,0.4,-5.0,-0.5,-5.8,11.4
CCC(=O)N1CCc2cc(S(=O)(=O)CCC(=O)N3CCN(c4ccc(Cl)cc4)CC3)ccc21,71.3,1.6,22.6,1.7,-0.1,0.1,8.2,21.2,3.2,-2.0,60.2
CCCCn1c(SCC(=O)NC2CCCC2)nc2ccccc2c1=O,7.0,22.0,0.7,0.7,-0.4,-5.3,-4.4,2.0,16.8,3.4,4.6
COCCNC(=O)C(c1ccccc1)N(Cc1cccs1)C(=O)Cn1nnc2ccccc21 (stereo unspecified),-5.4,2.7,1.5,-0.7,1.0,-1.2,-4.0,-4.6,5.2,6.4,7.4
Cc1ccc(C)c(OCc2cc(C(=O)N3CCc4sccc4C3)no2)c1,7.7,-17.8,-2.9,3.0,0.5,-4.7,-7.1,1.6,-7.8,2.7,1.3
Cc1nn(CC(=O)Nc2ccc(Cl)cn2)c(C)c1Br,6.7,1.7,-4.7,3.5,4.5,-3.6,6.7,-7.7,2.1,20.0,-13.5
CN(Cc1ccccc1)C(=O)c1[nH]cnc1C(=O)Nc1ccc(Br)cc1F,20.8,-77.9,·,10.0,3.3,·,4.9,-2.9,-3.3,-15.6,-2.3
O=C(Nc1ccc(C(=O)N2CCCCC2)cc1)C1=CSCCO1,-41.0,-102.2,-10.1,-17.4,-0.1,-2.3,-2.6,13.9,-67.2,1.0,-65.5
CCN(Cc1ccccc1)C(=O)C1CCN(C/C(C)=C/c2ccccc2)CC1,28.1,16.6,3.2,-10.0,0.8,-2.7,10.1,4.5,1.3,12.1,-15.9
Cc1nnc(NC(=O)C2CCCN(S(=O)(=O)c3ccccc3C(F)(F)F)C2)s1 (stereo unspecified),0.2,17.4,19.6,8.0,-1.8,-1.7,3.4,-3.3,16.3,2.9,4.8
CCOC(=O)c1ccc(Nc2cc3ccccc3c(=O)[nH]2)cc1,-12.3,-46.4,-0.9,7.5,3.2,5.4,-0.3,-0.1,5.1,16.2,-19.2
CC1CCC(NC(=O)COC(=O)c2n[nH]c(=O)c3ccccc23)CC1 (stereo unspecified),1.3,6.5,6.9,-2.2,-0.5,7.8,-9.2,-8.7,9.1,-6.8,-9.8
Cc1cc(C(=O)CSc2nc3ccccc3o2)c(C)n1CC1CCCO1 (stereo unspecified),53.6,-127.3,-25.0,-12.9,-1.5,-3.3,-4.3,38.5,-237.4,4.3,30.5
Cc1cc(C)n(-c2nc3ccccc3c(=O)n2OCC(=O)N(C)C)n1,-8.8,13.9,19.6,1.3,0.1,5.4,5.3,3.3,-2.2,6.1,-14.9
CCCNC(=O)CC1Sc2ccccc2NC1=O (stereo unspecified),1.6,9.1,4.3,16.9,-0.9,1.9,-2.0,-10.3,9.3,8.7,-15.6

# As entered above.
# O=C1NC2(c3ccccc3)NC(=O)NC2(c2ccccc2)N1 (stereo unspecified) in TRAIL sens C8 reads -15.1
# COCCNC(=O)Cn1cc(C(=S)N2CCOCC2)c2ccccc21 in CF NFkB block reads 5.2
# CCc1nnc(NC(=O)CSc2nnc(COc3ccc(C)cc3)n2-c2ccccc2)s1 in EBV LMP1 NFkB reads 5.8
# O=C(Nc1ccc(C(=O)N2CCCCC2)cc1)C1=CSCCO1 in CF NFkB block reads 1.0

# Screens deposited in PubChem BioAssay by several laboratories.
